Source: PubChem
HDAC3 inh: inhibitors of human histone deacetylase 3; inhibition, % at 8.3 µM; actives 0.15% (n = 320,000); O15379; recombinant HDAC3, fluorogenic peptide/trypsin coupled, fluorescence; in the data active = inhibition above about 26%, passing the limit was not always enough
SKKanGAS inh: blocks kanamycin growth of S. pyogenes SKKanGAS strain | actives 1.3% (n = 300,000) | BacTiter-Glo, 6 h | inhibition, % at 7.5 µM | AID 1662;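 active = mean replicate score, as percent of positive control median, at least 50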;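 note: strain carries kanamycin resistance gene driven by streptokinase promoter and grows in 40 µg/ml kanamycin; loss of luminescence reflects streptokinase promoter inhibition or plain growth inhibition; 0% = median of DMSO wells and 100% = positive control at its reference dose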
TMEM16A inh: inhibitors of mouse TMEM16A calcium-activated chloride channel; normalized B-score (activity score, 25-100; higher = stronger inhibition) at 10 µM; actives 1.2% (n = 310,000); HEK293 TMEM16A/YFP iodide influx fluorescence, ionomycin;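 active = ratio plate-corrected score three or more library SD toward inhibition, starting fluorescence score within five deviations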;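 note: score derived from kinetic fluorescence span divided by baseline fluorescence per well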
Target sequence (Q8BHY3 whole entry, looked up): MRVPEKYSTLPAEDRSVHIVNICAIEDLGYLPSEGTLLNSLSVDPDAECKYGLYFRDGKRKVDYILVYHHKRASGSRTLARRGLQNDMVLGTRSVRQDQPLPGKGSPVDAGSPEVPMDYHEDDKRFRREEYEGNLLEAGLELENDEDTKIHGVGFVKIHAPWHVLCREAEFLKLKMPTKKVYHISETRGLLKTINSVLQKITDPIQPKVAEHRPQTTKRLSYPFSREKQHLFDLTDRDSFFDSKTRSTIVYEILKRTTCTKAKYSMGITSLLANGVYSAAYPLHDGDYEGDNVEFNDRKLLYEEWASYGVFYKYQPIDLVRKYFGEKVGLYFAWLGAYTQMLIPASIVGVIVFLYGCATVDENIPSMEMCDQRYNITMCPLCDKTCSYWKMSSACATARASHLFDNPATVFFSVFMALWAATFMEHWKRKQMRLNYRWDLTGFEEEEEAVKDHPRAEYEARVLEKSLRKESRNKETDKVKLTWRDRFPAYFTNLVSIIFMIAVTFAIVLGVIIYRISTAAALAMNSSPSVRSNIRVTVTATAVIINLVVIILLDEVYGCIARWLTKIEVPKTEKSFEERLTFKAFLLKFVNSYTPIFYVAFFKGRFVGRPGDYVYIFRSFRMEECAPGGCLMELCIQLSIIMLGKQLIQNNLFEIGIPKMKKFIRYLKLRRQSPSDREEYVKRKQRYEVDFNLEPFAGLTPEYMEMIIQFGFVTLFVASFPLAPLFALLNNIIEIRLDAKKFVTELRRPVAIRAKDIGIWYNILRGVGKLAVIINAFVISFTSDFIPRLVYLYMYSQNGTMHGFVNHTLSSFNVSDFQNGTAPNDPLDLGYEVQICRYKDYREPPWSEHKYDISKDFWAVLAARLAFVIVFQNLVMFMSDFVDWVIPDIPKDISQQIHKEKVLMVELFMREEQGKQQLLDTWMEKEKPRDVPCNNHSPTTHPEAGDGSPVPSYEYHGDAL
ANO1 activ: mouse TMEM16A channel activation, primary screen; Q8BHY3; HEK293 TMEM16A/YFP-H148Q/I152L, iodide quench fluorescence; stronger effect = lower value; B-score at 10 µM; actives 0.3% (n = 340,000); AID 623877;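 active = fluorescence-ratio B-score plate-corrected deviation score at least 3 library SD below zero, with starting fluorescence score within 5 deviations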;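 note: channel opened by trigger with iodide after compound preincubation; score built on the fluorescence ratio of max minus min over baseline; more negative score means more quench and so TMEM16A activation or potentiation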
KCNK3 block: human KCNK3 channel inhibition, primary screen | O14649 | CHO-KCNK3 thallium flux, FluxOR fluorescence; stronger effect = lower value | B-score at 10 µM | actives 0.84% (n = 340,000) | AID 602410;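 active = B-score under library mean minus 4 SD, starting fluorescence ratio at most library mean plus 5 SD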;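 note: more negative B-score means stronger inhibition of thallium flux through KCNK3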
KCNQ1 inh: blocks the human KCNQ1 potassium channel. P51787. CHO-K1 KCNQ1, FluxOR thallium flux fluorescence; stronger effect = higher value. B-score at 10 µM. actives 1.3% (n = 310,000). AID 2642;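 active = compounds whose thallium flux B-score, printed positive for inhibition, exceeds three library SD while starting fluorescence stays within three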;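 note: channel opened by potassium depolarization with thallium stimulus after 20 min compound exposure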
RGS4 act: potentiators or activators of RGS4; HEK293 M3R/inducible RGS4, carbachol calcium flux Fluo4; stronger effect = lower value; B-score at 10 µM; actives 0.92% (n = 310,000);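 active = B-score of the integrated calcium signal more than 4 SD below the library mean, with starting fluorescence not abnormally high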;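 note: negative B-score means reduced calcium response which marks RGS4 activation or potentiation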
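Material: M3R-expressing HEK293 line, RGS4 induced by doxycycline | Schedule: Overnight RGS4 induction, 30 min dye load 37 °C, 20 min compound RT | Measured by: Fluo4 fluorescence kinetic imaging of calcium | Read-out: Integrated calcium ratio converted to B score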
hERG rescue: compounds protecting human hERG from proarrhythmic drug block | Q12809 | CHO-hERG, FluxOR thallium flux, dofetilide IC70 present | activation (rescue from dofetilide block), less the hit threshold, % at 10 µM | actives 0.51% (n = 310,000) | AID 1511;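 active = activation above the mean of controls blocked by dofetilide plus 5 SD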;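 note: thallium influx through hERG after potassium depolarization seen as dye fluorescence rise; in these data hits start at about 4.7%; inactives centre near -7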
KCNQ1 act: potentiators or activators of human KCNQ1 potassium channel | P51787 | CHO-K1 KCNQ1, thallium flux FluxOR fluorescence; stronger effect = higher value | B-score at 10 µM | actives 0.35% (n = 310,000) | AID 2648;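 active = fluorescence ratio B-score, a plate-corrected score, at least three library SD, with initial intensity B-score within 5 SD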
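Assay system: stable KCNQ1 CHO-K1 line; medium: assay buffer, equal DMSO in all wells; timing: 90 min dye loading and 20 min compound exposure, both at room temperature; technique: kinetic FluxOR thallium fluorescence, 10-s 1-Hz baseline, 110-s post-stimulus read; read-out basis: B score of baseline-normalized fluorescence ratio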
RGS4 inh: human RGS4 inhibition; actives 0.45% (n = 310,000); HEK293 M3R/RGS4 inducible, Fluo-4 calcium flux; stronger effect = higher value; triggered by carbachol at its EC20; B-score at 10 µM;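 active = B-score, a plate-corrected calcium signal, over three deviations above library mean, with baseline fluorescence within five deviations of library mean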;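 note: RGS4 expression induced by doxycycline in cells with stable M3 receptor; B-score is computed from the integrated fluorescence ratio over baseline after carbachol; higher B-score means a larger calcium signal and so more RGS4 inhibition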
KCNK9 inh: human KCNK9 channel inhibition. HEK293 KCNK9, FluxOR thallium flux fluorescence; stronger effect = lower value. B-score at 10 µM. actives 1.2% (n = 310,000). AID 488922;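 active = ratio B-score over 3 SD below the library mean, with starting fluorescence within 5 SD of its mean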;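 note: negative B-score means less thallium flux so channel inhibition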
The depositor's hits bear a star; i = inactive; . = no result given.

SMILES	HDAC3 inh	SKKanGAS inh	TMEM16A inh	ANO1 activ	KCNK3 block	KCNQ1 inh	RGS4 act	hERG rescue	KCNQ1 act	RGS4 inh	KCNK9 inh
C=CC[N+](C)(C)CC(=O)OCc1ccccc1	-5.2	2.6	i	i	i	i	i	-6.6	i	i	i
O=C(CC(NC(=O)c1ccccc1)c1ccccc1)Nc1cccc2ccccc12 (stereo not given)	-3.5	18.6	i	i	i	i	i	-2.7	i	i	i
CCCCOc1ccc(CSc2nc(C)[nH]c2[N+](=O)[O-])cc1[N+](=O)[O-]	1.7	7.0	i	i	i	i	i	-1.4	i	i	i
N#Cc1ccc(Oc2nc(C#N)cc(-c3ccccc3)n2)cc1	1.1	-14.1	i	i	i	i	i	-3.6	i	i	i
CCOC(=O)c1ccc(Cl)c(NC(=O)c2cccnc2)c1	1.3	-3.2	i	.	.	i	i	-6.6	i	i	i
O=C(NCc1ccc2c(c1)OCO2)C1CCN(S(=O)(=O)c2cccc3nsnc23)CC1	10.2	-2.2	i	i	i	i	i	-3.4	i	i	i
O=C1OCC(CO)(CO)N=C1NNc1ccccc1Cl	-1.9	0.8	i	i	i	i	i	-6.2	i	i	i
CN(C)c1ccc(C(=S)N2CCCCC2)cc1Br	-7.6	-4.9	i	i	i	i	i	-6.2	i	i	i
COC(=O)c1ccc(NC(=S)Nc2ccc3ccccc3c2)cc1	2.7	-8.0	i	i	i	i	i	-12.8	i	7.77*	i
O=S(=O)(c1ccc(C2=CSC3=NCCN23)cc1)N1CCOCC1	6.0	-3.6	i	i	i	i	i	-4.8	i	i	i
NC(=NCc1ccccc1)c1cccc([N+](=O)[O-])c1	5.8	-7.5	i	i	i	i	i	-0.9	i	i	i
COCCN(C(=O)c1ccc2ccccc2c1)c1c(N)n(Cc2ccccc2)c(=O)[nH]c1=O	8.0	5.1	i	i	i	i	i	-5.5	i	i	i
NC(=O)COC(=O)c1cccc(S(=O)(=O)N2CCN(c3ccc(F)cc3)CC2)c1	-4.0	4.6	i	i	i	i	i	-6.0	i	i	i
COc1ccccc1C(=O)NCCC(=O)NCc1cccs1	-7.7	-2.7	i	i	i	i	i	-7.2	i	i	i
Cc1[nH]c(=O)[nH]c(=O)c1S(=O)(=O)Nc1ccc(F)cc1F	-3.8	-0.9	i	i	i	i	i	-4.3	i	i	i
O=C(O[C@H]1[C@H](Oc2ccccc2COC(=O)C2(O)C=CCCC2=O)O[C@H](CO)[C@@H](O)[C@@H]1O)c1ccccc1 (stereo not given in full)	-0.3	-1.1	i	.	.	i	i	-26.3	i	i	i
O=C(NC1CCS(=O)(=O)C1)c1ccccc1C(=O)c1ccccc1 (stereo not given)	3.7	.	i	i	i	i	i	-8.3	i	i	i
COC(=O)CN(CCc1ccccc1)S(=O)(=O)c1ccc(OC)c(OC)c1	-0.6	-5.5	i	i	i	i	i	-13.4	i	i	i
COCCn1c(SCC(=O)N2CC(C)OC(C)C2)nc2c([nH]c3ccccc32)c1=O (stereo not given)	-6.0	7.0	i	i	i	i	i	-6.2	i	i	i
Cc1cccnc1NC(=O)c1ccc2c(c1)OCO2	3.7	-5.3	i	i	i	i	i	-8.9	i	i	i
Cc1cc(NC(=O)Nc2ccccc2)n(C(C)(C)C)n1	1.1	2.5	i	i	i	i	i	-6.7	i	i	i
Cc1ccc(C(=O)c2cc([N+](=O)[O-])ccc2N2CCN(C)CC2)cc1	2.7	3.0	i	i	i	i	i	-10.3	i	i	i
O=C(NCCc1ccccc1)C1CCCN1C(=O)Nc1cccc(Cl)c1 (stereo not given)	0.8	17.1	i	i	i	i	i	-1.9	i	i	i
N#C/C(=C\C=C\c1ccccc1)C(=O)NCc1ccco1	-6.0	-3.3	i	i	i	i	i	-8.2	i	i	i
Cc1ccc2c(c1)C(c1ccncc1)=NNC(c1cccnc1)=N2	0.9	-10.2	i	i	i	i	i	-11.2	i	i	i
CCC(C)(C)NC(=O)CN(C(=O)C(=O)Nc1ccc2c(c1)OCCO2)N1CCOCC1	7.8	-1.8	i	i	i	i	i	-1.5	i	i	i
O=C(CN(Cc1ccco1)C(=O)c1cc(=O)[nH]c2ccccc12)Nc1ccccc1C(F)(F)F	6.8	-3.2	i	i	i	i	i	-17.6	i	i	i
CC1Cc2ccccc2N1CC(=O)NC(=O)NCc1ccco1 (stereo not given)	1.1	4.4	i	i	i	i	i	-6.0	i	i	i
Cc1[nH]cnc1CSCc1ccc(Cl)cc1	-1.8	2.3	i	i	i	i	i	-10.6	i	i	i
COc1ccc(CNC(=O)c2n[nH]c3ccccc23)cc1OC	5.6	-5.3	i	i	i	i	i	-17.4	i	i	i
CC(=O)c1ccc(Oc2cc(-c3ccccc3)nc(-c3ccccc3)n2)cc1	0.0	-1.3	i	i	i	i	i	0.8	i	i	i
O=C(CCC(=O)NC1CCCCC1)NCc1ccc(F)cc1	-0.1	0.6	i	i	i	i	i	-13.7	i	i	i
COCCN1C(=O)C(O)=C(C(C)=O)C1c1ccc(OC)c(OC)c1 (stereo not given)	4.1	-2.2	i	i	i	i	i	-4.0	i	i	i
COCC(=O)N1CCC(Oc2ccc(C(=O)N(C)Cc3nccs3)cc2)CC1	-4.2	6.6	i	i	i	i	i	-2.9	i	i	i
CCOC(=O)C(=O)Nc1nnc(SCc2ccc(F)cc2)s1	0.5	1.4	i	i	i	i	i	-1.7	i	i	i
CON(c1nc(N(C)C)nc(N(C)C)n1)S(=O)(=O)c1ccccc1Cl	7.2	-3.3	i	i	i	i	i	2.1	i	i	i
CSc1ncccc1C(=O)Nc1cccc(C)n1	0.7	10.5	i	i	i	i	i	-3.6	i	i	i
O=C(NCC1OCCc2ccccc21)C1COc2ccccc2O1 (stereo not given)	-2.0	-11.6	i	i	i	i	i	-5.0	i	i	i
Cc1cc(C)cc(OCC(=O)Nc2ccc(N3CCCC3)cc2)c1	9.7	4.6	i	i	i	i	i	-0.5	i	i	i
CCC1=Nc2cc(C(=O)NCCCN3CCOCC3)ccc2Sc2ccccc21	-0.3	-11.5	i	i	i	i	i	-4.2	i	i	i
Cc1ccc(C(C)C)c(OCc2nn(CC(=O)c3ccc(OC(F)F)cc3)c3[n+]2CCCCC3)c1	16.5	70.7*	i	i	i	9*	i	-27.6	i	i	-8.38*
O=C(c1ccc(F)cc1)C1CCN(C(=S)Nc2ccccc2Cl)CC1	-6.7	2.6	i	i	i	i	i	-6.5	i	i	i
CS(=O)(=O)N(CC(=O)NCCSCc1c(F)cccc1Cl)c1cccc([N+](=O)[O-])c1	-1.4	23.5	i	i	i	i	i	-8.2	i	i	i
CN(Cc1cn(C)nc1-c1ccc(Oc2ccccc2)cc1)CC1COCCO1 (stereo not given)	2.6	-0.5	i	i	i	i	i	-8.3	i	i	i
Cc1nn(-c2ccc(F)cc2)c2sc(C(=O)OC3CCOC3=O)cc12 (stereo not given)	-10.4	20.6	i	i	i	i	i	-5.4	i	i	i
CCn1c(SCC(=O)Nc2nc3ccccc3s2)nc2c(c1=O)SC(C)C2 (stereo not given)	-5.3	-0.3	i	.	.	i	i	-6.9	i	i	i
COc1ccccc1CNc1cncnc1	-5.4	-4.9	i	i	i	i	i	-11.5	i	i	i
COCCN(C)Cc1cn(-c2ccc(F)cc2F)nc1-c1ccccc1C	-7.0	8.6	i	i	i	i	i	-6.2	i	i	i
C/C(=N/NC(=O)c1ccc(Br)o1)C(C)C	-0.4	-3.3	i	i	i	i	i	-7.2	i	i	i
CSc1ncc(Cl)c(C(=O)Nc2ccccc2C)n1	-4.1	-2.3	i	i	i	i	i	3.5	i	i	i
O=C(N/N=C/c1ccc(OC(=O)c2ccc3c(c2)OCO3)cc1)c1cncc(Br)c1	-2.6	5.3	i	i	i	i	i	-14.0	i	i	i
O=C(O)c1ccccc1C(=O)NCCc1c(C(=O)O)[nH]c2ccc(F)cc12	-1.0	1.1	i	i	i	i	i	-8.1	i	i	i
COC(=O)c1cc(C(=O)OC)cc(N2C(=O)CC(N3CCN(c4ccccc4)CC3)C2=O)c1 (stereo not given)	.	-0.5	.	i	i	i	i	-6.5	i	i	i
COc1ccc(/C=C2\C(=O)NCC(=O)N2C)cc1	-3.5	-4.0	i	i	i	i	i	-3.8	i	i	i
CCCc1cc(C(=O)NC(C)C2CCCO2)cs1 (stereo not given)	-0.7	-0.7	i	i	i	i	i	-6.6	i	i	i
O=C(NCc1ccco1)C(c1ccccc1F)N(CC1CCCO1)C(=O)Cn1nnc2ccccc21 (stereo not given)	-4.8	6.6	i	i	i	i	i	-11.1	i	i	i
Cc1ccccc1N(CC(=O)NC1CCCCC1)C(=O)CCC(=O)Nc1nccs1	3.6	0.0	i	i	i	i	i	-4.2	i	i	i
CC(=O)c1ccc(N(C(=O)Cc2c[nH]c3ccccc23)C(C(=O)NC2CCCCC2)c2cccs2)cc1 (stereo not given)	3.0	20.5	i	i	i	i	i	-8.3	i	i	i
COC1CCN(C(=O)C2CCC(=O)N(CCc3cccc(F)c3)C2)CC1 (stereo not given)	7.1	5.4	i	i	i	i	i	-7.5	i	i	i
C=CCOc1ccccc1CNCCc1ccc(S(N)(=O)=O)cc1	-8.8	-0.3	i	i	i	i	i	-8.3	i	i	i

(listing goes on)
SMILES	HDAC3 inh	SKKanGAS inh	TMEM16A inh	ANO1 activ	KCNK3 block	KCNQ1 inh	RGS4 act	hERG rescue	KCNQ1 act	RGS4 inh	KCNK9 inh
CC1=CC2=NC(=O)CC(C)(C(=O)N(CC(=O)NC3CCCC3)c3ccccc3F)N2C=C1 (stereo not given)	-19.9	5.3	i	i	i	i	i	-1.7	i	i	i
O=C(CN1C(=O)/C(=C2\SC(=S)N(CCS(=O)(=O)O)C2=O)c2ccccc21)Nc1cccc(Br)c1	2.3	2.5	i	i	i	i	i	-2.3	i	i	i
Cn1cc(CNC(=O)C2CCC(=O)N(Cc3ccc(Cl)cc3)C2)cn1 (stereo not given)	-5.0	-9.2	i	i	i	i	i	-3.8	i	i	i
COc1ccc(NC(=O)Cn2cnc3sc(C)c(S(=O)(=O)N4CCOCC4)c3c2=O)cc1Cl	1.2	0.5	i	i	i	i	i	-7.6	i	i	i
CCOc1ccc(NS(=O)(=O)c2cc(NC(=O)c3ccc(C)cc3)ccc2Cl)cc1	8.6	60.5*	i	i	i	i	i	-1.8	i	i	i
O=C(C1CC(c2cccc(Br)c2)=NO1)N1CCc2ccccc2C1 (stereo not given)	-2.2	-4.2	i	i	i	i	i	-8.8	i	i	i
CC1(C)CNC(=O)c2sc(NC(=O)c3ccccc3Cl)nc2C1	5.4	-1.9	i	i	i	i	i	-9.6	i	i	i

Compounds as they come, and some 6.3% of all compounds hit somewhere here.
